Rac1 GTP hydrolysis = MgcRacGAP GTPase-activating activity inhibitors, confirmation, biochemical, ADP Hunter fluorescence; inhibition, % at 30 µM; hits with a dose series show IC50 in µM; 340,000 tested, 0.6% active; MgcRacGAP-stimulated Rac1 GTP hydrolysis, ADP Hunter fluorescence; higher % means a stronger effect; GST-tagged Rac1 F28L mutant substrate;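 active = first-screen hits whose inhibition reached a set limit at any dose in the follow-up dose series; inconclusive = inhibition above the set first-screen limit but never retested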;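 also: fluorescence reports GDP produced by GAP-driven GTP hydrolysis; strong numbers were not always called active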
NS5 inhibitors = Dengue-2 NS5 methyltransferase inhibitors, primary screen, biochemical, confirmation dose response (AID 588689). 340,000 tested, 0.3% active. Dengue-2 NS5 methyltransferase capping enzyme assay, biochemical; higher % means a stronger effect. one-dose inhibition, % at 25 µM; IC50 in µM for titrated hits; in the data active = a potency from the dose series; inconclusive = inhibition above about 29% without an active follow-up result
NS5 inhibitors pilot replicate = second read-out of NS5 inhibitors, no call of its own (marks repeat the call); inhibition, %; measured here: pilot screen replicate inhibition
An asterisk follows results filed as active; ? = inconclusive. Not all compounds are listed, so the mix of outcomes need not match the whole.

A first look, 7 compounds:
SMILES	Rac1 GTP hydrolysis	NS5 inhibitors	others
Cc1ccc(NC(=O)COC(=O)Cn2cnc3c2c(=O)n(C)c(=O)n3C)cc1	5%	-2%
Cc1cc(C)cc(NC(=O)C2COc3ccccc3O2)c1 (stereo not drawn)	7%	3%
O=S(=O)(c1ccc(Br)cc1Cl)N1CCCN(c2ccc(C(F)(F)F)cn2)CC1	4%	5%
CCCCn1c(N)c(N(CC(C)C)C(=O)CCN2C(=O)C3CC=CCC3C2=O)c(=O)[nH]c1=O (stereo not drawn)	4%	2%
COCOCCn1cc(CN2CCS(=O)(=O)N(Cc3ccc(-c4ccccc4)cc3)C(CC(C)C)C2=O)nn1 (stereo not drawn)	21%	-3%
COCC(=O)Nc1ccc(S(=O)(=O)Nc2onc(C)c2C)cc1	9%	-3%
O=C(c1cccs1)N1CCN(Cc2nc(-c3ccccc3)no2)CC1	18%	-1%

This part in full (from the top)
SMILES	Rac1 GTP hydrolysis	NS5 inhibitors	others
Cc1ccc(NC(=O)COC(=O)Cn2cnc3c2c(=O)n(C)c(=O)n3C)cc1	5%	-2%
Cc1cc(C)cc(NC(=O)C2COc3ccccc3O2)c1 (stereo not drawn)	7%	3%
O=S(=O)(c1ccc(Br)cc1Cl)N1CCCN(c2ccc(C(F)(F)F)cn2)CC1	4%	5%
CCCCn1c(N)c(N(CC(C)C)C(=O)CCN2C(=O)C3CC=CCC3C2=O)c(=O)[nH]c1=O (stereo not drawn)	4%	2%
COCOCCn1cc(CN2CCS(=O)(=O)N(Cc3ccc(-c4ccccc4)cc3)C(CC(C)C)C2=O)nn1 (stereo not drawn)	21%	-3%
COCC(=O)Nc1ccc(S(=O)(=O)Nc2onc(C)c2C)cc1	9%	-3%
O=C(c1cccs1)N1CCN(Cc2nc(-c3ccccc3)no2)CC1	18%	-1%
Cc1ccc(NC(=O)CCc2ccccc2)cc1C	21%	3%
Cc1ccc(S(=O)(=O)N2CCC[C@H]2C(=O)OCC(=O)N2c3ccccc3NC(=O)C2(C)C)cc1	12%	-3%
O=C(COC(=O)c1ccc([N+](=O)[O-])s1)NNC(=O)c1ccccc1	0%	5%
c1ccc(CSc2nnc(NC3CCCCC3)s2)cc1	5%	0%
O=C(Cc1cccc([N+](=O)[O-])c1)Nc1ccc(C(=O)N2CCOCC2)cc1	6%	-3%
CC(NC(=O)COC(=O)c1ccc2c(=O)n3c(nc2c1)CCCCC3)c1ccc(F)cc1 (stereo not drawn)	9%	4%
CCN(CC(=O)Nc1ccc(OC)cc1)C(=O)c1ccc(OCc2c(C)noc2C)cc1	6%	-4%
C(=NN=Cc1c[nH]c2ccccc12)c1c[nH]c2ccccc12	10%	-2%
COC(=O)c1c(C)[nH]c(C(=O)CN2C(=O)C3CC=CCC3C2=O)c1C (stereo not drawn)	1%	4%
CCCCN1C(=O)C(CC(=O)NC2CCCCC2)CC(C(=O)N(C)C)=C1C (stereo not drawn)	20%	-1%
CC(=O)Nc1ccc(S(=O)(=O)NCCC(=O)OCC(=O)NCc2ccccc2)cc1	3%	5%
CC1=NN(c2ccc([N+](=O)[O-])cc2)C(=O)C1	3%	21%
Nc1ccc2c(c1)Cc1cc(N)c(Cl)cc1-2	8.5µM*	-10%
CCN(CC)C(=O)C1=C(C)N(Cc2ccc(F)cc2)C(=O)C(CC(=O)NCC2CCCCC2)C1 (stereo not drawn)	18%	-5%
COc1cc2sc(-c3ccccc3OC)c(-c3ccc(OCCN4CCOCC4)cc3)c2cc1OC	6%	0%	NS5 inhibitors pilot replicate=5.1
COC(=O)[C@]1(Cc2ccccc2)N[C@H](CN(C)C(=O)Nc2ccc(Cl)cc2)[C@@H]2C(=O)N(Cc3ccccc3)C(=O)[C@@H]21	2%	0%	NS5 inhibitors pilot replicate=-3.3
Cc1ccccc1C(=O)N1CCC(C(=O)OCc2ccccn2)CC1	6%	-5%
COCC1CCN(C(=O)c2ccc3nc(Cc4cccc(Cl)c4)oc3c2)CC1	1%	1%

Quoted from above for reference:
SMILES	Rac1 GTP hydrolysis	NS5 inhibitors	others
Cc1ccc(NC(=O)COC(=O)Cn2cnc3c2c(=O)n(C)c(=O)n3C)cc1	5%	-2%
Cc1cc(C)cc(NC(=O)C2COc3ccccc3O2)c1 (stereo not drawn)	7%	3%
O=S(=O)(c1ccc(Br)cc1Cl)N1CCCN(c2ccc(C(F)(F)F)cn2)CC1	4%	5%
CCCCn1c(N)c(N(CC(C)C)C(=O)CCN2C(=O)C3CC=CCC3C2=O)c(=O)[nH]c1=O (stereo not drawn)	4%	2%
COCOCCn1cc(CN2CCS(=O)(=O)N(Cc3ccc(-c4ccccc4)cc3)C(CC(C)C)C2=O)nn1 (stereo not drawn)	21%	-3%
COCC(=O)Nc1ccc(S(=O)(=O)Nc2onc(C)c2C)cc1	9%	-3%
O=C(c1cccs1)N1CCN(Cc2nc(-c3ccccc3)no2)CC1	18%	-1%

Some of these compounds in order of SMILES length, high to low:
SMILES	Rac1 GTP hydrolysis	NS5 inhibitors	others
CC(NC(=O)COC(=O)c1ccc2c(=O)n3c(nc2c1)CCCCC3)c1ccc(F)cc1 (stereo not drawn)	9%	4%
COC(=O)c1c(C)[nH]c(C(=O)CN2C(=O)C3CC=CCC3C2=O)c1C (stereo not drawn)	1%	4%
Cc1cc(C)cc(NC(=O)C2COc3ccccc3O2)c1 (stereo not drawn)	7%	3%

Continuation:
SMILES	Rac1 GTP hydrolysis	NS5 inhibitors	others
CC1=C(C(=O)N(C)C)CC(CC(=O)NCCCCc2ccccc2)C(=O)N1Cc1ccc(C(C)(C)C)cc1 (stereo not drawn)	20%	5%
CCOc1ccc2oc(C(=O)Nc3nccs3)c(C)c2c1	1%	0%
COc1ccccc1CNC(=O)C(=O)c1cn(CC(=O)N2CCCCC2)c2ccccc12	4%	1%
CC1=C(C(=O)N2CCOCC2)CC(CC(=O)NCCCCc2ccccc2)C(=O)N1CCCN1CCCC1=O (stereo not drawn)	12%	-3%
Cc1ccc(S(=O)(=O)N2C[C@H]3[C@H]4C(=O)N(c5ccccc5)C(=O)[C@H]4C[C@H](OC(=O)NC4CCCC4)[C@@]3(O)C2)cc1	13%	-6%
O=C(CC1SC(N2CCOCC2)=NC1=O)Nc1ccc(Cl)c(C(F)(F)F)c1 (stereo not drawn)	8%	-6%
C[C@H](CO)N1C[C@H](C)[C@@H](CN(C)C(=O)c2cnccn2)Oc2cc(C#CCC3CCCC3)ccc2S1(=O)=O	4%	-16%
O=C(Cn1nnc(-c2ccc(Cl)cc2)n1)NC(=O)NC1CCCC1	7%	0%
CN(C)CC(O)c1ccc(C=Cc2ccc(Cl)cc2)cc1 (stereo not drawn)	8%	-2%
CC(=O)Nc1cccc2c1Cc1cc([N+](=O)[O-])ccc1-2	-1%	9%
Cc1ccc([C@H]2C[C@H](O)[C@@H](n3cc(-c4ccc(F)cc4)nn3)CN2C(=O)c2cccs2)cc1	8%	-6%
O=C(O)C1C2CCCCC2=C2CCCCC2C1C(=O)Nc1nccs1 (stereo not drawn)	5%	8%
CC1CC(=O)c2ccccc2C1C (stereo not drawn)	2%	-5%
CN(C(=O)CSc1ncn[nH]1)C1(C#N)CCCCC1	6%	-4%
S=c1nn[nH]c2ccccc12	4%	2%
OC1CC2CCC(C1)N2CCCN1c2ccccc2Sc2ccc(Cl)cc21 (stereo not drawn)	16%	-2%
CCc1ccc(NC(=O)C(C)OC(=O)/C=C/c2ccc(O)c(OC)c2)cc1 (stereo not drawn)	?	5%
COc1ccc(NS(=O)(=O)c2cc(NC(=O)CCc3ccc(OC)c(OC)c3)ccc2N2CCOCC2)cc1	5%	4%
CCC[C@H]1CN(c2ccccc2)C(=O)[C@@H]1CC(=O)Nc1ccccc1	7%	-6%
CN(C)CCCNc1cc(O)c2ncccc2c1	-17%	9%
COc1cccc2c1OC1(N3CCOCC3)CCCCC1C2C[N+](=O)[O-] (stereo not drawn)	5%	-2%
Clc1ccc(CSc2cnnc3ccccc23)cc1Cl	6%	2%
COc1ccc(NC(=O)COC(=O)c2cccn2C)cc1S(=O)(=O)N1CCCCC1	5%	-1%
Fc1ccc(N2C(=S)SC(=Nc3ccccc3)C2=Nc2ccccc2)cc1	3%	-3%
COc1cccc(NC(=O)COC(=O)CC2CC3CCC2C3)c1 (stereo not drawn)	1%	4%

More structures
SMILES	Rac1 GTP hydrolysis	NS5 inhibitors	others
C[C@@H]1CN([C@H](C)CO)C(=O)CCCn2cc(nn2)CO[C@H]1CN(C)S(=O)(=O)c1ccc(C#N)cc1	14%	-4%
CSc1ncccc1C(=O)Nc1ccc2c(c1)OCCO2	-2%	-2%
CC(C)C(C)(C#N)NC(=O)COC(=O)C1CCN(S(=O)(=O)c2ccc3c(c2)OCCO3)CC1 (stereo not drawn)	3%	-4%
COc1ccc2oc(C(=O)OCC(=O)NC3CCS(=O)(=O)C3)c(C)c2c1 (stereo not drawn)	-1%	0%
O=C(Cc1cccc(NC(=O)C2CCCN(C(=O)C3CCC3)C2)c1)Nc1cccc(C(=O)N2CCCCC2)c1 (stereo not drawn)	6%	-4%	NS5 inhibitors pilot replicate=-7.0
C[C@H](CO)N1C[C@H](C)[C@@H](CN(C)S(=O)(=O)c2cccs2)Oc2ccc(NS(=O)(=O)c3cn(C)cn3)cc2C1=O	5%	4%
CCOc1ccc(S(=O)(=O)Nc2cccc(C(=O)N(C)CC(=O)Nc3ccc(OC)cc3)c2)cc1	4%	1%
CC(C)CC1NC(=O)c2cccnc2-n2c1nc1cc(F)ccc1c2=O (stereo not drawn)	16%	6%
Cc1ccc(S(=O)(=O)N2C[C@@H](C)[C@]3(C2)[C@H](O)[C@H](OC(=O)Nc2c(C)noc2C)C[C@H]2C(=O)N(c4ccccc4)C(=O)[C@H]23)cc1	10%	-1%
C[C@H](NC(=O)c1nc[nH]c1C(=O)NC[C@@H](C)O)c1ccccc1	10%	-6%
COCOCCn1cc(CN2CCS(=O)(=O)N(Cc3ccc(-c4ccc(OC)nc4)cc3)C(C)C2=O)nn1 (stereo not drawn)	3%	-2%
C[C@H]1CN([C@@H](C)CO)C(=O)Cc2cc(NC(=O)C3CC3)ccc2O[C@H]1CN(C)Cc1ccc(C(=O)O)cc1	4%	-7%
CCc1nc2c(=O)[nH]cnc2o1	7%	-6%
Cc1ccc2c(CN3CCN(S(=O)(=O)c4ccc(Cl)cc4)CC3)cc(=O)oc2c1C	-5%	0%
N#Cc1ccsc1NC(=O)CCN1C(=O)C2CCCCC2C1=O (stereo not drawn)	-1%	-7%
O=C(Cc1cccc([N+](=O)[O-])c1)Nc1cccc(C(=O)N2CCOCC2)c1	4%	-1%
Cc1cc(C)nc(SCC(=O)NC(=O)c2ccccc2O)n1	2%	4%
Cc1nccn1CC(=O)c1ccccc1	5%	-5%
CCCCN(C(=O)COC(=O)c1ccc(C)s1)c1c(N)n(CCC)c(=O)[nH]c1=O	1%	-2%
CCc1nc2ccccc2c(C(=O)OCc2nc3ccccc3c(=O)[nH]2)c1C	3%	8%
C(=NNc1nnn(Cc2ccccc2)n1)c1ccccc1	6%	6%
COc1ccc(CNC(=O)C2CCN(S(=O)(=O)N3CCC(C)CC3)CC2)c(OC)c1	17%	-1%
CC(=O)c1ccc(N2CCN(C(=O)c3ccccc3SCC(=O)NCc3ccco3)CC2)c(F)c1	9%	-6%
COc1ccc(C(CNC(=O)c2cc(S(=O)(=O)NCc3ccco3)ccc2C)N(C)C)cc1 (stereo not drawn)	-10%	-6%
CN(C)c1ccc(C=NNC(=O)c2cccnc2)cc1	2%	0%

(continued)
SMILES	Rac1 GTP hydrolysis	NS5 inhibitors	others
CC(=O)NC(CC(C)C)C(=O)O (stereo not drawn)	-1%	-4%
C=C(C)C(O)COc1c2occc2c(OC)c2ccc(=O)oc12 (stereo not drawn)	5%	-1%
CCN(C(=O)COc1ccc2ccc(=O)oc2c1)C1CCCCC1	2%	0%
Cc1ccc(S(=O)(=O)N(C)C[C@H]2Oc3ccc(NC(=O)Nc4c(C)noc4C)cc3CC(=O)N([C@@H](C)CO)C[C@@H]2C)cc1	7%	9%
Cc1ccccc1NC(=O)CSc1nc2[nH]c(=O)cc(O)c2s1	13%	-4%
CCOC(=O)C1(CCOC)CCCCC1=O (stereo not drawn)	5%	0%
Cc1cc(=O)n(-c2ccccc2)n1C	3%	1%
COc1cc(NS(=O)(=O)c2cc(C(=O)NCCc3ccccn3)ccc2OC)cc(OC)c1	6%	-1%
CN(Cc1ccccc1)C(=O)COC(=O)C12CC3CC(CC(Br)(C3)C1)C2	4%	-9%
CN(CCC#N)C(=O)COC(=O)c1c2c(nc3ccccc13)/C(=C\c1ccco1)CC2	?	20%
CCOC(=O)C1CCN(CC(=O)Nc2ccc(OC)c(S(=O)(=O)N3CCCCC3)c2)CC1	1%	6%
CC(=O)Nc1cccc(C(=O)OCC(=O)N(c2ccccc2)C2CCS(=O)(=O)C2)c1 (stereo not drawn)	3%	-1%
O=C(CN1C(=O)c2ccccc2S1(=O)=O)Nc1cccc(S(=O)(=O)N2CCOCC2)c1	1%	-12%
O=C1CC2(CCCC2)C(=O)N1CN1CCN(S(=O)(=O)c2ccc(F)cc2F)CC1	-2%	-6%
O=C(NCCOc1ccccc1)c1ccccc1F	7%	3%
O=C(CNC(=O)c1ccc(Br)o1)Nc1ccc(F)c(S(=O)(=O)N2CCOCC2)c1	6%	1%
Cc1cnc(NC(=O)CSCc2c(C)noc2C)s1	0%	-2%
c1ccc(CC(Cc2ccccc2)c2ccccn2)cc1	6%	7%

High-throughput results: PubChem, Southern Research Specialized Biocontainment Screening Center
